From PubChem BioAssay
Rtt109 Vps75: blocks Candida albicans Rtt109/Vps75 acetyltransferase activity. inhibition, % at 34.9 µM. Q5AAJ8. AID 540336. purified Rtt109/Vps75, ThioGlo CoA-SH fluorescence, 4 h. hit rate 0.16% among 330,000;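 active means inhibition of at least 50% in every replicate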
cardiac RTF act: increases calcium sensitivity of human cardiac regulated thin filaments | IANBD-labeled TnC RTF fluorescence at EC20 calcium; 0% EC20 calcium, 100% full calcium | hit rate 0.24% among 340,000 | activation, % at 7.2 µM | AID 493008;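 active means activation above the mean over all tested compounds plus 3 SD, cut at about 30% in these data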;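 further: rise in fluorescence read as greater calcium sensitivity of cardiac thin filaments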
CAL PDZ FP-1: inhibitors of human CAL PDZ peptide binding | Q9HD26 | purified CAL PDZ, TMR-peptide fluorescence polarization, 1 h | inhibition, % at 20 µM | hit rate 0.02% among 330,000 | AID 504414;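 active means highest replicate inhibition of at least 40%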;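 further: plate controls were DMSO neutral control wells for no effect and unlabeled competitor peptide control wells for full effect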
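material = purified tagged CAL PDZ domain construct (CerCALP) | compound dosing = 20 µM, one dose | times = 1 h at RT | measured by = fluorescence polarization from S- and P-plane intensities, G-factor corrected | read-out = inhibition from polarization loss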
PKA-R2B act: activates the human PKA-R2B holoenzyme complex | PKA-R2B holoenzyme dissociation, Cy5-IP20 fluorescence polarization; R2B truncated from residue 108, S112A mutant; 0% DMSO only, 100% 113 µM cGMP | P22694+P31323 | hit rate 0.079% among 340,000 | activation, % at 11.4 µM;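 active means activation above a cutoff set at the mean over all compounds plus 3 SD, cut at about 18% in these data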;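 further: higher means more holoenzyme dissociation and a rise in polarization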
Cardiac RTF inh: cardiac RTF calcium desensitization; P19429+P45379; hit rate 0.12% among 340,000; IANBD-labeled cardiac RTF, Ca2+ fluorescence; inhibition, % at 7.15 µM;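 active means inhibition above the mean inhibition of all tested compounds plus 3 SD, cut at about 17% in these data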;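 further: assay run at fixed EC70 calcium of 1.6 mM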
SR-BI DiI-HDL act: activators of SR-BI mediated HDL lipid uptake; CHO ldlA[mSR-BI] cells, DiI-HDL uptake fluorescence, 3 h; 100 = double the neutral-control signal; activation, % at 12.5 µM; hit rate 0.096% among 320,000;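 active means mean replicate activation of at least 60% and every replicate at or above 60%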;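 further: 0% = median plate neutral-control signal and 100% = twice that signal; values of inactives mirror those of a sister screen read the other way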
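Material – SR-BI-overexpressing, LDLR-lacking CHO cells · Medium – BSA-supplemented, HEPES-buffered Ham's F12, pH 7.4 · Doses – single concentration · Times – compound with DiI-HDL co-incubation, 3 h at 37 °C · Measured by – bottom-read fluorescence, 550/595 nm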
CAL PDZ FP-2: inhibitors of human CAL PDZ peptide binding; Q9HD26; purified CAL PDZ, TMR-peptide fluorescence polarization, 1 h; inhibition, % at 24.9 µM; hit rate 0.92% among 300,000; AID 602252;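 active means mean inhibition of at least 30% with at least half of replicates also reaching 30%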;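 further: 0% = DMSO neutral control and 100% = excess unlabeled competitor peptide PRC23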
DAGLB inh: diacylglycerol lipase beta (human) inhibition | Q8NCG7 | HEK293T DAGLB membrane lysate, EnzChek fluorogenic substrate | inhibition, % at 5.17 µM | hit rate 0.059% among 340,000; in the data active means inhibition above about 34%;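 further: 0% = enzyme with vehicle and 100% = wells lacking enzyme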
Target sequence (Q8NCG7 whole entry, looked up): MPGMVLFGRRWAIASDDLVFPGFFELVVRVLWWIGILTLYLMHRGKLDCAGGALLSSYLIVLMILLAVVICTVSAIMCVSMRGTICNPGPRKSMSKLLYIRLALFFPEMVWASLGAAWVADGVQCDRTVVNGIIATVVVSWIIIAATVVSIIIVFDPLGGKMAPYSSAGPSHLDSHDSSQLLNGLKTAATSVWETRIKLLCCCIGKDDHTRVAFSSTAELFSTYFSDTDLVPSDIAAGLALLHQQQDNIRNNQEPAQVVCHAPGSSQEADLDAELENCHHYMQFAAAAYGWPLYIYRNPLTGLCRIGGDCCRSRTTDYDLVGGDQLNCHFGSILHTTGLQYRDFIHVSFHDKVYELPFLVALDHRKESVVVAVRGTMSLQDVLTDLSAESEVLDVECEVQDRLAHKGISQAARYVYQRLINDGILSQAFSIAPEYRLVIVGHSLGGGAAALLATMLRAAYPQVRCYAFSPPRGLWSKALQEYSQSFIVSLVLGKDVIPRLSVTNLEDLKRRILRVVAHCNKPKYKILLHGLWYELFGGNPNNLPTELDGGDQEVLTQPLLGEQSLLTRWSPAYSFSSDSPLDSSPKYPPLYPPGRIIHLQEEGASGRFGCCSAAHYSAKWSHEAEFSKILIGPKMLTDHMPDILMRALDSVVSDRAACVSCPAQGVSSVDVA
Keap1 Nrf2 FP: inhibitors of human Keap1-Nrf2 protein-protein interaction; Keap1 Kelch-Nrf2 peptide fluorescence polarization, 1536-well; inhibition, % at 9.4 µM; hit rate 0.15% among 340,000; in the data active means inhibition above about 12%;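 further: human Keap1 Kelch domain with fluorescein labeled Nrf2 9mer peptide probe; 0% = neutral control wells and 100% = peptide positive control; higher means more block of Keap1 binding to Nrf2 peptide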
C-LANA FP: KSHV C-LANA DNA binding inhibition; AID 504423; hit rate 0.078% among 340,000; MBP-C-LANA/FAM-LBS DNA binding, fluorescence polarization; inhibition, % at 9 µM;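 active means highest replicate inhibition at or above 60% at 9 µM, even if other replicates fall short; inactive means all replicates below 60% inhibition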;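 further: 0% = neutral control wells and 100% = 4 µM acridine orange control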
* marks the source's active call; other numbers are inactive results; · = no result given.

nr	SMILES	Rtt109 Vps75	cardiac RTF act	CAL PDZ FP-1	PKA-R2B act	Cardiac RTF inh
1	Cc1cc(C)nc(SC2c3cccc4cccc(c34)C2NS(=O)(=O)c2ccccc2)n1 (stereo unspecified)	16	-6	-1.6	-6	-4
2	Cc1ccc(SCc2ccc(C(=O)NCc3cccnc3)cc2)cc1	-3	-5	-1.0	6	2
3	CCCCC1(CC(=O)OCC)C(=O)N(c2ccccc2)N(c2ccccc2)C1=O	10	-5	0.6	1	4
4	C/C(=N\NC(=O)c1c(Br)c(C)nn1C)c1cccc(NC(=O)C2CCC2)c1	5	7	·	-7	-6
5	Cc1ccnc(N2CCCC(C(=O)Nc3nnc(C)s3)C2)n1 (stereo unspecified)	-10	2	-0.1	6	-1
6	O=C(Cc1cccs1)N/N=C/C(Br)=C/c1ccccc1	0	1	-2.3	-3	-4
7	COC(=O)c1ccc2c(c1)N(C)CCS2	-13	4	0.2	0	-9
8	CCOC(=O)N1CCC(NC(=O)C2CCN(C(=O)N3CCOc4ccccc43)CC2)CC1	3	-3	-1.1	8	2
9	O=C(CCNC(=O)C1CCN(S(=O)(=O)c2ccc(F)cc2)CC1)NCc1ccccc1	-2	1	-2.5	-15	-9
10	O=C(COC(=O)CNC(=O)c1ccc(Br)cc1)Nc1nnc(-c2ccccc2)o1	3	3	-2.0	-6	-8

nr	SR-BI DiI-HDL act	CAL PDZ FP-2	DAGLB inh	Keap1 Nrf2 FP	C-LANA FP
1	-22	·	-9	-2	-1.1
2	17	-1	2	0	0.1
3	5	-3	-7	-1	-0.4
4	-43	-3	-2	-4	8.9
5	15	·	-3	-7	-0.2
6	-24	-1	1	1	0.0
7	-3	1	0	5	4.1
8	10	-6	2	-3	-0.7
9	23	-2	-4	-2	1.2
10	16	-2	1	3	0.8

Additional compounds follow:
nr	SMILES	Rtt109 Vps75	cardiac RTF act	CAL PDZ FP-1	PKA-R2B act	Cardiac RTF inh
11	COc1ccc(C2C(C#N)=C(N)Oc3cc4c(cc32)OCO4)cc1 (stereo unspecified)	·	-2	-2.3	10	4
12	CCOC(=O)/C(C#N)=C/Nc1cc(C(=O)OCC)cc2c(OC)c(OC)ccc12	3	9	·	-6	-9
13	CC1CCCN(CCCNC(=O)C2CC(=O)N(CCc3ccccc3)C2)C1 (stereo unspecified)	-17	1	-1.4	-6	-9
14	O=C(Nc1ccc(Cl)c(Cl)c1)c1ccc(Cn2cc(Cl)cn2)cc1	-3	6	-2.7	-6	7
15	CC1(c2ccc3ccccc3c2)NC(=O)NC1=O (stereo unspecified)	-2	4	-1.7	5	-9
16	O=C(NCc1cccnc1)C1CCCN(S(=O)(=O)c2ccc(Cl)cc2)C1 (stereo unspecified)	-4	-4	·	-9	0
17	O=C(Cn1ncc2c(=O)oc3ccccc3c21)N1CCCN(Cc2ccccc2F)C1	2	-5	0.4	-3	-1
18	Cc1ncc([N+](=O)[O-])n1CCOC(=O)NC(NCc1ccccc1Cl)C(Cl)(Cl)Cl (stereo unspecified)	1	4	0.5	-6	-1
19	C/C(=N\NC(=O)CCC(=O)NCc1ccccc1)c1ccco1	1	1	-1.8	-7	-6
20	Cc1cc(C)c(C#N)c(Nc2ccc3c(c2)OCCO3)n1	11	-2	-1.0	-14	-6
21	CC1(C)CC(=O)C(C=NCCN2CCN(C(=S)NC3CCCCC3)CC2)=C(O)C1	3	8	-1.1	-2	10
22	CC(C)N1CCOC1c1ccccc1 (stereo unspecified)	5	-4	-0.5	4	2
23	O=C(Nc1cc(=O)[nH]c(=O)[nH]1)c1cc(Cl)ccc1Cl	-2	-4	-2.2	0	2

nr	SR-BI DiI-HDL act	CAL PDZ FP-2	DAGLB inh	Keap1 Nrf2 FP	C-LANA FP
11	-5	-1	2	2	0.1
12	-52	-3	-2	-1	0.6
13	0	-4	2	0	-0.2
14	-36	-6	-1	-1	-0.3
15	14	-9	0	2	0.2
16	21	-3	2	1	0.2
17	11	-1	1	-2	-2.1
18	23	-4	8	-1	5.3
19	39	3	5	-2	-1.9
20	·	·	-2	7	-0.8
21	11	-4	-2	0	-1.0
22	13	-4	-1	7	4.5
23	24	-2	0	3	0.7

Compounds listed so far that contain sulfur (eight):
nr	SMILES	Rtt109 Vps75	cardiac RTF act	CAL PDZ FP-1	PKA-R2B act	Cardiac RTF inh
1	Cc1cc(C)nc(SC2c3cccc4cccc(c34)C2NS(=O)(=O)c2ccccc2)n1 (stereo unspecified)	16	-6	-1.6	-6	-4
2	Cc1ccc(SCc2ccc(C(=O)NCc3cccnc3)cc2)cc1	-3	-5	-1.0	6	2
5	Cc1ccnc(N2CCCC(C(=O)Nc3nnc(C)s3)C2)n1 (stereo unspecified)	-10	2	-0.1	6	-1
6	O=C(Cc1cccs1)N/N=C/C(Br)=C/c1ccccc1	0	1	-2.3	-3	-4
7	COC(=O)c1ccc2c(c1)N(C)CCS2	-13	4	0.2	0	-9
9	O=C(CCNC(=O)C1CCN(S(=O)(=O)c2ccc(F)cc2)CC1)NCc1ccccc1	-2	1	-2.5	-15	-9
16	O=C(NCc1cccnc1)C1CCCN(S(=O)(=O)c2ccc(Cl)cc2)C1 (stereo unspecified)	-4	-4	·	-9	0
21	CC1(C)CC(=O)C(C=NCCN2CCN(C(=S)NC3CCCCC3)CC2)=C(O)C1	3	8	-1.1	-2	10

nr	SR-BI DiI-HDL act	CAL PDZ FP-2	DAGLB inh	Keap1 Nrf2 FP	C-LANA FP
1	-22	·	-9	-2	-1.1
2	17	-1	2	0	0.1
5	15	·	-3	-7	-0.2
6	-24	-1	1	1	0.0
7	-3	1	0	5	4.1
9	23	-2	-4	-2	1.2
16	21	-3	2	1	0.2
21	11	-4	-2	0	-1.0

2 neighbouring records already listed, quoted:
nr	SMILES	Rtt109 Vps75	cardiac RTF act	CAL PDZ FP-1	PKA-R2B act	Cardiac RTF inh
22	CC(C)N1CCOC1c1ccccc1 (stereo unspecified)	5	-4	-0.5	4	2
23	O=C(Nc1cc(=O)[nH]c(=O)[nH]1)c1cc(Cl)ccc1Cl	-2	-4	-2.2	0	2

nr	SR-BI DiI-HDL act	CAL PDZ FP-2	DAGLB inh	Keap1 Nrf2 FP	C-LANA FP
22	13	-4	-1	7	4.5
23	24	-2	0	3	0.7
